Source: PubChem (several laboratories)
Bcl-xL primary: Bcl-xL (human) inhibition. Q07817. GST-Bcl-xL / FITC-Bim BH3 peptide fluorescence polarization. inhibition, % at 10.9 µM. actives 0.7% (n = 320,000). AID 2129;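 active means inhibition above the mean of all tested compounds plus 3 SD, cutoff set per campaign, cut at about 30% in these data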;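 further: 0% = DMSO wells and 100% = unlabeled Bim-BH3 peptide competitor; inhibitors lower millipolarization by displacing the labeled peptide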
Fam108B inh: blocks mouse Fam108B hydrolase in RBBP9 counter-screen. AID 1947. recombinant Fam108B, FP-Rh probe fluorescence polarization. inhibition, % at 9.51 µM. actives 0.33% (n = 300,000);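 active means inhibition above the screen mean inhibition plus 3 SD, computed separately per campaign, cut at about 18% in these data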;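 further: inhibitors lower polarization as less probe binds the enzyme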
GRK2 inh: blocks RNA aptamer binding to human GRK2. P25098. inhibition of aptamer binding, % at 10 µM. actives 0.59% (n = 330,000). bead flow cytometry, FAM-aptamer displacement from GRK2;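 active means inhibition of aptamer binding above 40%, roughly 3 SD of noise, on plates passing a quality check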;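 further: median bead fluorescence of bound FAM aptamer so fluorescent compounds give negative values; no value below 0 was filed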
MEX-5 binding: C. elegans MEX-5 TCR-2 RNA binding activity. AID 1832. actives 0.38% (n = 300,000). Q9XUB2. MEX-5/FITC-TCR2 RNA binding, fluorescence polarization; stronger effect = lower value. activity score (negative = inhibition of binding), % at 10 µM;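 active means inhibition past about -25% in most replicates, and total fluorescence under double the plate's negative control median, limit read from the data; inconclusive means replicates evenly split on the limit, or fluorescence at least double controls; inactive means too little inhibition in most replicates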;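 further: 0% = DMSO and -100% = 5 µM competing unlabeled TCR2 RNA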
GLD-1 TGE inh: GLD-1-TGE RNA interaction inhibition (C. elegans). Q17339. purified GLD-1 + fluorescein TGE RNA, fluorescence polarization. inhibition, % at 5.96 µM. actives 0.44% (n = 320,000);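 active means percent inhibition above a per-plate cutoff, the plate mean of test compounds plus 3 SD, cut at about 30% in these data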;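 further: 0% = DMSO wells with GLD-1 and probe and 100% = wells lacking GLD-1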
VLA-4 inh: inhibition in a human VLA-4 binding assay | VLA-4 expressing cells, ligand binding flow cytometry | P13612 | actives 0.2% (n = 330,000) | AID 2557 | inhibition, % (about 7 µM as worked out from the volumes in the protocol); in the data active means inhibition above about 50%
Target sequence (P13612 whole entry, looked up): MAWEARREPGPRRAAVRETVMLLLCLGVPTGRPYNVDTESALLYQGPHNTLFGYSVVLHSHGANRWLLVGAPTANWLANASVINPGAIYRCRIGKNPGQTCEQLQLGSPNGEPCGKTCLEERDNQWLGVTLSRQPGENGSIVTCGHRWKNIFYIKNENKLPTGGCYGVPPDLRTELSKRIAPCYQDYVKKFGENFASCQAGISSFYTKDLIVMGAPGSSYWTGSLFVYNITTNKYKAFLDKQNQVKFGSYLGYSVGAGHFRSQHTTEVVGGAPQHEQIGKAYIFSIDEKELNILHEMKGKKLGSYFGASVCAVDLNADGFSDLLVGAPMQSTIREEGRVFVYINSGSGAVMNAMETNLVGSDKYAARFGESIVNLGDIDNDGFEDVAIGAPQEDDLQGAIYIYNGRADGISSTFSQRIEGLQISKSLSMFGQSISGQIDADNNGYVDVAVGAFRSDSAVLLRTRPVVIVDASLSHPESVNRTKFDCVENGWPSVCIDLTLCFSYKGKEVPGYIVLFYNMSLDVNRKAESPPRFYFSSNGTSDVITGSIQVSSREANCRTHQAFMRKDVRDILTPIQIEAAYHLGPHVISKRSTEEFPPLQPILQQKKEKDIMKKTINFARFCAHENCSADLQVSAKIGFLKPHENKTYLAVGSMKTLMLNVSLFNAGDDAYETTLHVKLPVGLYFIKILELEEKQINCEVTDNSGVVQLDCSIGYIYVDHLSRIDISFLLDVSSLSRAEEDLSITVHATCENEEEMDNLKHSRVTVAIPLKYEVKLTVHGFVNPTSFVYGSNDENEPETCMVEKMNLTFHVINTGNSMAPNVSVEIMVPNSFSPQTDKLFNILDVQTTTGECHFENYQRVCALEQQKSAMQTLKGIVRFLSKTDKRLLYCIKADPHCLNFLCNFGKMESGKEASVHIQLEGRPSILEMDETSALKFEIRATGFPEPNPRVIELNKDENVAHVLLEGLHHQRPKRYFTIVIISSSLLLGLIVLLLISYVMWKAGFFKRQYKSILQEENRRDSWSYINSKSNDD
MCL1-BIM inh: disrupts human MCL1 binding to BIM-BH3 peptide | actives 0.68% (n = 320,000) | inhibition, % at 10.9 µM | GST-MCL1 / FITC-Bim-BH3 fluorescence polarization;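 active means inhibition above the mean inhibition of all tested compounds plus 3 SD, set per campaign, cut at about 40% in these data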;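 further: 0% = DMSO wells and 100% = unlabeled Bim-BH3 peptide control; higher means more loss of mP so more displacement of Bim peptide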
CIT2 TOR yeast: modulators of TOR pathway CIT2-GFP in S. cerevisiae | S. cerevisiae CIT2-GFP strain, flow cytometry, 3 h; 100 means same as DMSO wells | GFP response vs DMSO, % at 10 µM | actives 0.065% (n = 320,000);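 active means GFP response relative to DMSO above a set limit, near the screen mean plus 3 SD, cut at about 150% in these data; inconclusive means Fewer than 70 cells measured for a yeast strain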;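 further: ratio of well median GFP fluorescence to mean of DMSO wells on the plate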
AGP1 TOR yeast: alters AGP1-GFP fluorescence in TOR pathway yeast screen; AID 2066; actives 0.02% (n = 320,000); GFP response vs DMSO, % at 10 µM; S. cerevisiae AGP1-GFP multiplex flow cytometry, 3 h; GFP as percent of DMSO wells;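 active means GFP response relative to DMSO above a set limit, near screen average plus 3 SD, cut at about 150% in these data; inconclusive means fewer than 70 cells counted for the yeast strain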;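 further: median GFP channel fluorescence of the gated AGP1 strain per well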
The depositor's hits bear a star; ? = inconclusive; . = not tested or not shown; [ ] = dose if it differs, or a comment.

SMILES	Bcl-xL primary	Fam108B inh	GRK2 inh	MEX-5 binding	GLD-1 TGE inh	VLA-4 inh	MCL1-BIM inh	CIT2 TOR yeast	AGP1 TOR yeast
COc1ccc2nc(Nc3nc(CSc4ccc(C)cc4)cc(=O)[nH]3)nc(C)c2c1	6	-6	1	0.3	0	6	-1	105	107
O=C(Nc1ccc(-c2csc(Nc3ccccc3)n2)cc1)c1cc([N+](=O)[O-])cc(C(F)(F)F)c1	-4	64*	0	-2.1	2	-9	1	116	90
CCC(C(=O)NC(C)CCc1ccco1)n1nc(C)n2c(cc3occc32)c1=O (centres undefined)	-5	-4	0	-1.4	6	-6	-2	94	91
S=c1[nH]nc(C23CC4CC(CC(C4)C2)C3)n1Cc1ccco1	-16	-8	0	-1.3	6	-5	-14	?	.
Cc1ccc(C)c(N(CC(=O)NC2CCCC2)C(=O)c2cc3cc4cc(C)ccc4nc3s2)c1	6	2	0	-0.3	-2	-2	-2	112	118
O=S(=O)(NCCCN1CCN(c2ccccc2F)CC1)c1cccc2cccnc12	8	4	0	0.8	2	12	10	112	106
Cc1cccc(C(=O)NC(=S)Nc2ccc(S(=O)(=O)N3CCN(C)CC3)cc2)c1	9	0	1	2.2	-6	-4	23	88	100
COc1c(Cl)cc(Cl)cc1CNCCNCCO	5	2	0	-4.0	9	5	7	93	86
COc1cccc(N2C(=O)CC(N3CCN(S(=O)(=O)c4ccccc4)CC3)C2=O)c1 (centres undefined)	2	0	1	-0.5	-3	13	-5	87	89
CCOC(=O)C1CCCN(C(=O)/C=C/c2ccc(Cl)cc2)C1 (centres undefined)	3	2	1	0.0	-5	8	13	89	90
COc1ccc(CC(=O)NC(CC(=O)O)c2ccc(OC)cc2)cc1 (centres undefined)	2	-1	3	-2.8	-4	-4	4	100	94
CN(C)c1ncc(S(=O)(=O)c2ccccc2)c(-c2ccc(Cl)cc2Cl)n1	2	4	0	3.8	5	21	0	87	92

Overlap with the part before: 3 compounds; new compounds follow.
SMILES	Bcl-xL primary	Fam108B inh	GRK2 inh	MEX-5 binding	GLD-1 TGE inh	VLA-4 inh	MCL1-BIM inh	CIT2 TOR yeast	AGP1 TOR yeast
CCOC(=O)C1CCCN(C(=O)/C=C/c2ccc(Cl)cc2)C1 (centres undefined)	3	2	1	0.0	-5	8	13	89	90
COc1ccc(CC(=O)NC(CC(=O)O)c2ccc(OC)cc2)cc1 (centres undefined)	2	-1	3	-2.8	-4	-4	4	100	94
CN(C)c1ncc(S(=O)(=O)c2ccccc2)c(-c2ccc(Cl)cc2Cl)n1	2	4	0	3.8	5	21	0	87	92
Cc1cccc(C)c1NC(=O)CCCN1C(=O)C(c2ccccc2)Oc2cccnc21 (centres undefined)	1	0	0	-1.3	-6	-11	-1	110	103
Cc1ccc(NC(=O)CSc2nc(C)c(Cc3ccccc3)c(=O)[nH]2)cc1C	6	0	2	0.0	0	16	1	87	94
O=C(O)CCC(=O)/C=C/c1ccccc1	3	-3	1	0.2	3	10	-5	95	98
Cc1ccc(OCC(=O)Nc2ccc3c(c2)nc2n3CCOC2)cc1	6	0	0	1.4	-4	9	9	95	96
COC(=O)C1Cc2c([nH]c3ccccc23)CN1C(C)=O (centres undefined)	11	4	0	-0.4	8	2	16	105	111
CCn1cc(C(=O)NCCCN2CCCC(C)C2)c(=O)c2cc(S(=O)(=O)N(C)C3CCCCC3)ccc21 (centres undefined)	6	-7	0	-1.8	-2	-3	6	87	97
COc1ccc(OC)c(N(C)S(=O)(=O)c2ccc3c(c2)N(C(C)=O)CCO3)c1	13	6	0	0.3	-4	28	16	101	95
Cn1c(=O)n(C)c2cc(N3CCCC3)c(NC(=O)c3cccc(F)c3)cc21	4	-3	0	1.0	-3	2	-1	102	109
O=C(Nc1ccccc1)C1COc2ccccc2O1 (centres undefined)	0	1	2	-1.0	4	5	-2	?	88[may fluoresce violet]
CCCS(=O)(=O)N1CCCC(C(=O)NCCN2CCOCC2)C1 (centres undefined)	-1	0	1	0.1	7	1	0	95	101
Cc1cc(NC(=O)CSc2nnc(COc3cccc(C)c3C)n2Cc2ccco2)no1	-5	-6	5	-0.1	1	.	-4	98	94
CCOc1ccc(CC(=N)C2=C(O)CC(C)(C)CC2=O)cc1OCC	-2	-2	0	-2.7	1	1	-3	104	112
CCOc1ccc(/C=N/NC(=O)c2cc3ccccc3cc2OC)cc1	0	-8	1	0.9	4	8	-1	.	93
COc1ccc(Nc2ncnc3sc(C)cc23)c(OC)c1	2	6	1	-0.2	3	-1	8	105	98
Oc1c(CNc2ccccc2)cc(COCc2ccccc2)c2cccnc12	.	.	1	.	4	45	.	86	90
O=C(CSc1nnc2scc(-c3ccccc3)n12)c1ccc2c(c1)OCCO2	1	0	0	-0.8	-2	-14	0	98	105
CCOCCNC(=O)c1ccc2c3c(cccc13)CC2	-4	1	0	0.7	7	5	0	94	103
Cc1cc(NCC(C)C)n2ncnc2n1	-1	-1	1	1.0	-3	-1	-2	93	103
COC(=O)C1(C#N)C(c2ccccc2)C1(C(=O)OC)C(=O)OC (centres undefined)	1	0	0	0.1	2	-19	5	91	97
c1ccc2c(c1)oc1c(Nc3ccc4c(c3)OCCO4)ncnc12	6	1	1	-1.1	4	1	3	84	91
COC(=O)C1=C(C)NC(C)=C(C(=O)OC)C1c1ccco1	5	1	13	0.0	0	-12	4	103	114
Cc1cc2c(cc1C)/C(=N/NC(=O)c1ccccn1)CCC2	-2	3	0	0.7	6	0	1	103	113
O=C(NCC(=O)N1CCCCCC1)c1ccc(OC(F)F)cc1	-1	1	2	0.7	4	1	6	95	97
O=C(COC(=O)c1ccccc1O)NC(c1ccccc1)c1ccccc1	.	.	3	.	0	-1	.	103	96
O=S(=O)(Nc1cccnc1Cl)c1ccc2c(c1)OCCO2	4	-1	0	-3.4	2	10	3	95	.
CCOc1ncccc1C(=O)OCC(=O)c1ccc(OC)c(OC)c1	9	-10	2	-0.5	-2	-5	6	96	86
CCc1noc(C)c1C(=O)Nc1nc(-c2ccc(F)cc2)c(C)s1	-3	0	1	-1.8	0	-10	-2	96	91
Cc1nn(CC(=O)Nc2ccc(Cl)cc2Cl)c(=O)c2ccccc12	4	-1	1	-0.6	7	6	12	104	109
Cc1nnc(NC(=O)CSc2nnc(-c3ccc(S(=O)(=O)N4CCCC4)cc3)n2C)s1	-7	1	2	0.5	2	-10	-5	107	104
CCN(CC)C(=O)CSc1nnc(-c2ccc(S(=O)(=O)N3CCCC3)cc2)o1	2	-2	2	0.5	-5	18	-2	99	106
Cc1nn(-c2ccccc2)c(C)c1/C=C/C(=O)OCC(=O)Nc1ccc(S(N)(=O)=O)cc1	6	.	2	.	2	8	7	98	100
COc1ccc(/C=N/n2c(C)nc3sc(C)c(C)c3c2=O)cc1	4	-1	0	2.6	0	5	9	104	102
COc1cccc(-n2c(SCC(=O)NC3CCS(=O)(=O)C3)nc3ccccc3c2=O)c1 (centres undefined)	3	.	0	.	2	1	1	101	108
CC(C)(C)N1C(=O)[C@H]2[C@@H](c3ccc(Br)cc3)N3C(=O)N(c4cccc(Cl)c4)C(=O)[C@@]3(Cc3ccccc3)[C@H]2C1=O	1	-7	0	3.4	2	19	1	108	103
COc1ccc2nc(-c3ccccc3)cc(C(=O)OCC(=O)N3CC(C)OC(C)C3)c2c1 (centres undefined)	1	.	2	.	7	0	5	71	89
CCN(CC)c1ccc(S(=O)(=O)N2CCOCC2)cc1NC(=O)CSc1nnc(N)s1	-5	-3	2	-0.6	-3	3	-10	92	98
CCCc1nc(N)sc1C(=O)OCC	8	0	2	-2.1	-4	-1	5	95	91
C=CCSC1=C(C#N)C(c2ccccc2OCC)C(C#N)C(=O)N1 (centres undefined)	5	-3	0	-0.3	-12	6	9	104	101
Cc1nnc(SCC(=O)N(C)CC(=O)Nc2ccc(F)cc2)n1Cc1ccccc1	0	8	2	2.1	11	9	-1	105	103
Nc1c(C(=O)c2ccc(F)cc2)oc2ccccc12	4	3	15	-3.4	5	18	-2	97	81
CCOC(=O)c1cc(-c2ccccc2)sc1NC(=O)C(C)(C)C	2	4	1	-3.2	6	-5	5	113	100
CCN1C(Nc2ccccc2)=NC[C@@H]1CC(C)C	-1	0	4	-2.1	1	-3	-4	68	78
CC(C)CC(=O)Nc1ccc(C(=O)COC(=O)C2CCC2)cc1	-1	-1	0	1.9	-2	-4	-4	98	93
CSc1ncc(C(=O)Nc2cc(C)ccc2C)c(C)n1	.	.	0	-2.4	.	5	.	?	107[may fluoresce red and violet]
C[C@H](O)Cc1cn(-c2cc3cc(C#Cc4ccsc4)ccc3oc2=O)nn1	-1	.	2	.	0	-22	-5	97	97
Cc1ccc(NC(=O)Cn2c(O)c(N=NC(N)=O)c3ccccc32)cc1	0	1	0	0.0	0	4	4	97	104
CC1CCCCN1Cc1c(O)ccc2c(=O)c(-c3ccc(Cl)cc3Cl)coc12 (centres undefined)	2	3	0	3.6	-1	8	-2	104	102
OCC1CCCCN1C(=S)Nc1cccc(Cl)c1 (centres undefined)	6	5	0	2.5	9	-4	2	98	104
CSc1cccc(NC(=O)C2CCCN2S(=O)(=O)c2ccc3c(c2)CCC(=O)N3)c1 (centres undefined)	5	6	0	.	3	-6	-5	104	110
CCc1ccc(NC(=O)CSc2nnc(CC)c(CC)n2)cc1	1	-1	0	1.2	1	3	5	100	104
COc1ccc(C)cc1S(=O)(=O)N1CCCCC1	2	-2	0	2.6	3	-3	9	93	103
CC(C(=O)NN)n1nnc(N2CCOCC2)n1 (centres undefined)	0	3	0	0.4	-1	7	4	99	109
Cc1cc(C)c(C(=O)COC(=O)CNC(=O)c2ccccc2C)c(C)c1	-3	4	1	-1.5	2	2	4	90	99
COc1ccc(-c2cc3c(=O)n(CC(=O)NCc4ccc(C)cc4)ncn3n2)cc1	-1	-10	0	1.1	0	1	-4	95	94
CCOc1ccc(N=c2cc(-c3ccc(OC)cc3)oc3ccccc23)cc1	1	6	3	-1.2	3	8	-4	102	104
CSc1ccc(/C=C/C(=O)OCC(=O)c2ccc[nH]2)cc1	-3	.	0	.	-5	-7	1	95	108
O=C(NCc1cccs1)C(=O)c1c[nH]c2ccccc12	5	1	0	-0.6	-3	6	7	98	99
O=C(COc1cccc(F)c1)Nc1ccc2[nH]c(=O)[nH]c2c1	-8	3	0	-3.0	2	-5	0	93	103
COc1ccc(S(=O)(=O)N(C)CC(=O)Nc2ccc3c(c2)OCCO3)cc1	1	-1	1	1.7	-3	1	2	97	103
Cc1ccc(NC(NC(=O)c2ccccc2[N+](=O)[O-])C(Cl)(Cl)Cl)cc1 (centres undefined)	2	0	5	.	-1	3	15	89	93

Further records follow.
SMILES	Bcl-xL primary	Fam108B inh	GRK2 inh	MEX-5 binding	GLD-1 TGE inh	VLA-4 inh	MCL1-BIM inh	CIT2 TOR yeast	AGP1 TOR yeast
Fc1ccc(NC(=S)Nc2ccc(F)c(Cl)c2)cc1Cl	0	-3	0	-0.4	7	-2	1	106	104
CC12CCC(=O)N1C(C(=O)Nc1cc(S(=O)(=O)N3CCCCCC3)ccc1OCC(F)(F)F)CS2 (centres undefined)	-3	-2	5	-1.1	3	1	1	86	82
O=S(=O)(Nc1ccc2c(c1)OCO2)c1ccccc1	4	1	0	-2.5	-2	0	3	.	93
CCOC(=O)c1cc(CC)sc1NC(=O)CCC(=O)O	5	-4	0	0.8	-4	5	-7	90	94
CN(CCCC(=O)NCCc1ccccc1)S(=O)(=O)c1ccc([N+](=O)[O-])cc1	2	5	3	0.2	0	8	6	110	99
